D1 agonist: Allosteric Agonists of the Human D1 Dopamine Receptor: qHTS | D(1A) dopamine receptor (Homo sapiens), P21728 | 1% of 360,000 active | HEK293 T-REx D1 cells, calcium flux, agonist mode | activation, % at 2 µM; further: 0% is about no effect
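Inducible HEK293 T-REx D1 cells, force-coupled to calcium signalling, were plated at 4000 cells/well with tetracycline and held overnight at 30 C. After no-wash calcium dye loading, compound-evoked calcium rise over 180 s flagged agonists.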
RXFP1 antag: qHTS Assay for Antagonists of the Relaxin Receptor RXFP1. Relaxin receptor 1 (Homo sapiens), Q9HBX9. HEK293-RXFP1, relaxin-stimulated cAMP HTRF, 30 min; active compounds read low. activity change, negative = inhibition, % at 57.5 µM. 0.59% of 350,000 active. AID 1259400, 2018;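 active means activity change of -60% or lower, but not beyond a set lower limit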; further: on the % scale 0 is the no-effect control and ±100 the full control effect
Target sequence (Q9HBX9 whole entry, looked up): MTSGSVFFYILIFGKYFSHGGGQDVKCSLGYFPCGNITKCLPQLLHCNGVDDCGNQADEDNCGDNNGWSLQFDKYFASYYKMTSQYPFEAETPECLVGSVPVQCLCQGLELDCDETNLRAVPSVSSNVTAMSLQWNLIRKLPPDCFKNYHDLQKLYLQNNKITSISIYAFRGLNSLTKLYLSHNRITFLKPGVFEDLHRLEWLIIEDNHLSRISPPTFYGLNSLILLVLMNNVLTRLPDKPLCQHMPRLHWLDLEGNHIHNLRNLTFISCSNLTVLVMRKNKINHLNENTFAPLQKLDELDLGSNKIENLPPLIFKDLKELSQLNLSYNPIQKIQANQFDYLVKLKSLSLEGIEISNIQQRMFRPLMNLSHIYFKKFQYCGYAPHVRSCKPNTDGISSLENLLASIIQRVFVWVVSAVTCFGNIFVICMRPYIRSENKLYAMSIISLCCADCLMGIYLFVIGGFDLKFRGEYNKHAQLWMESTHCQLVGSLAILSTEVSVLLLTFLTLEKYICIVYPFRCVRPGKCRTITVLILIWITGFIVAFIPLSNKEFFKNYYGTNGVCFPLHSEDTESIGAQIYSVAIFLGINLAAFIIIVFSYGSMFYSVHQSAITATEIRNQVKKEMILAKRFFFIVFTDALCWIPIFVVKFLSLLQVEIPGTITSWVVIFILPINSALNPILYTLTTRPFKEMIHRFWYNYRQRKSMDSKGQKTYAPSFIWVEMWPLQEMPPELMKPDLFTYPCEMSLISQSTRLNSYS
D2 agonist: HTS Assay for Allosteric Agonists of the Human D2 Dopamine Receptor: Primary Screen for Agonists; 0.53% of 340,000 active; HEK293 T-REx D2 cells, calcium flux agonist mode; activation, % at 2 µM; AID 485358, 2010; D(2) dopamine receptor (Homo sapiens), P14416;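 active means activation over 3 SD above normal in the single-dose calcium agonist read, cut at about 30% in these data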; further: 0% is about no effect
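HEK293 Trex D2 cells, tetracycline-induced, o/n 30 C 5% CO2; no-wash Ca dye, RT 30–90 min; 10-cycle baseline, 23 nl cpd added, kinetic Ca read 180 s; agonist hits = positive Ca response.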
TRHR agonist: qHTS for Small Molecule Agonists and Allosteric Enhancers of Human TRH Receptor: Primary Screen for Agonists; activation, % at 2 µM; TRHR cells, calcium flux fluo-8, FDSS agonist mode; Thyrotropin-releasing hormone receptor (Homo sapiens), P34981; 0.18% of 360,000 active; AID 493084, 2011; further: 0% is about no effect
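Fluo-8-loaded TRHR cells; 10 s baseline, compound added, kinetic Ca2+ fluorescence read 1/s, agonist mode.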
D2 antag: HTS Assay for Allosteric Antagonists of the Human D2 Dopamine Receptor: Primary Screen for Antagonists; HEK293 TREx D2 cells, calcium flux, dopamine EC80; D(2) dopamine receptor (Homo sapiens), P14416; 2% of 340,000 active; inhibition, % at 10 µM; in the data active means inhibition above about 30%; further: 0% is about no effect
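Tetracycline-induced HEK293 TREx cells expressing D2 receptor forced-coupled to calcium signalling, loaded with no-wash calcium dye. Compounds added and calcium flux read 180 s, then dopamine added at EC80 and read a further 180 s.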
D1 PAM: Potentiators of Human D1 Dopamine Receptor: qHTS; D(1A) dopamine receptor (Homo sapiens), P21728; HEK293 TREx D1 cells, calcium flux, dopamine EC20 potentiation; potentiation, % at 10 µM; 0.036% of 360,000 active; in the data active means potentiation above about 30%; further: 0% is about no effect
TRHR PAM: qHTS for Small Molecule Agonists and Allosteric Enhancers of Human TRH Receptor: Primary Screen for Enhancers; 0.66% of 360,000 active; Thyrotropin-releasing hormone receptor (Homo sapiens), P34981; AID 493056, 2011; TRHR cells, fluo-8 calcium fluorescence, EC20 TRH enhancement; enhancement, % at 2 µM; in the data active means enhancement above about 30%; further: 0% is about no effect
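Enhancer read-out: after compound pinning and an initial kinetic agonist-mode read, an EC20 of TRH (10 nM final) was injected and fluo-8 calcium signal (Ex 480/Em 530) followed at 1 s/cycle for 100 cycles in TRHR-expressing cells.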
D1 antag: Antagonist of Human D 1 Dopamine Receptor: qHTS | HEK293 TREx D1 cells, calcium flux, dopamine EC80; active compounds read low | activity change, negative = inhibition, % at 10 µM | 3.2% of 360,000 active | AID 504652, 2011; in the data active means activity change below about -30%; further: on the % scale 0 is the no-effect control and ±100 the full control effect
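Kinetic fluorescence of a calcium dye serves as the read-out. D1-expressing Hek293 Trex cells, induced overnight at 30 C, are exposed to compound for 180 s before an EC80 dopamine addition, then read 180 s further.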
D2 potentiator: HTS Assay for Positive Allosteric Modulators of the Human D2 Dopamine Receptor: Primary Screen for Potentiators; D(2) dopamine receptor (Homo sapiens), P14416; HEK293 T-REx D2, calcium flux, EC20 dopamine potentiation; potentiation, % at 10 µM; 0.34% of 340,000 active;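 active means potentiation over 3 SD above the plate norm, cut at about 30% in these data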; further: 0% is about no effect
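Primary screen. Calcium kinetics in induced HEK293 T-REx D2 cells: compound pre-addition 180 s, EC20 dopamine, 180 s more.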
The depositor's hits bear a star. Unless noted, no stated cut-off is given here; in the data, active means activation above about 30%; inactive means the rest. Rows are unselected (roughly 7.3% active in at least one column).

The first 2 records, ahead of the listing:
How did COc1cccc(CNC(=O)Cn2ncn3nc(-c4cccs4)cc3c2=O)c1OC do in these assays?
D1 agonist: 1.1; RXFP1 antag: -10.0; D2 agonist: -1.0; TRHR agonist: -0.6; D1 PAM: 0.7; TRHR PAM: -0.3; D1 antag: 18.5; D2 potentiator: 1.0

How did O=C(COC(=O)c1ccc(S(=O)(=O)N2CCCC2)cc1)Nc1cccc(Br)c1 do in these assays?
D1 agonist: 19.8; RXFP1 antag: -1.7; D2 agonist: 0.8; TRHR agonist: 0.6; D2 antag: -12.0; D1 PAM: 6.0; TRHR PAM: -1.7; D1 antag: -11.3; D2 potentiator: 20.0

Main list, from the first entry:
How did COc1cccc(CNC(=O)Cn2ncn3nc(-c4cccs4)cc3c2=O)c1OC do in these assays?
D1 agonist: 1.1; RXFP1 antag: -10.0; D2 agonist: -1.0; TRHR agonist: -0.6; D1 PAM: 0.7; TRHR PAM: -0.3; D1 antag: 18.5; D2 potentiator: 1.0

How did O=C(COC(=O)c1ccc(S(=O)(=O)N2CCCC2)cc1)Nc1cccc(Br)c1 do in these assays?
D1 agonist: 19.8; RXFP1 antag: -1.7; D2 agonist: 0.8; TRHR agonist: 0.6; D2 antag: -12.0; D1 PAM: 6.0; TRHR PAM: -1.7; D1 antag: -11.3; D2 potentiator: 20.0

How did Cc1cccc(C)c1NC(=O)CN1C(=O)c2cccc3cccc1c23 do in these assays?
D1 agonist: 1.0; RXFP1 antag: 3.1; D2 agonist: -0.6; TRHR agonist: -0.5; D1 PAM: 5.3; TRHR PAM: 2.9; D1 antag: 9.0; D2 potentiator: 15.0

What do the screens show for `COc1ccccc1C1NC(=O)NC(C)=C1C(=O)OC1CCCC(C)C1` (stereo not drawn)?
D1 agonist: 0.6; RXFP1 antag: -4.7; D2 agonist: 1.4; TRHR agonist: 0.2; D2 antag: -0.4; D1 PAM: -2.4; TRHR PAM: 0.6; D1 antag: -4.7; D2 potentiator: 2.3

How did O=C(CNC(=O)c1ccccc1Br)N/N=C/c1cccnc1 do in these assays?
D1 agonist: 0.8; RXFP1 antag: -8.2; TRHR agonist: 0.7; D1 PAM: -1.4; TRHR PAM: -2.2; D1 antag: -20.0

Results for COc1ccc(-n2cc(C(=O)c3ccccc3O)cn2)cc1 ?
D1 agonist: 5.7; RXFP1 antag: -28.8; D2 agonist: 0.2; TRHR agonist: 2.2; D2 antag: -10.5; D1 PAM: -2.5; TRHR PAM: -4.7; D1 antag: -19.4; D2 potentiator: 1.5

How did O=C(c1ccc(Br)s1)N1CCN(c2ncccn2)CC1 do in these assays?
D1 agonist: 1.4; RXFP1 antag: 0.1; D2 agonist: -0.4; TRHR agonist: -1.4; D2 antag: -15.3; D1 PAM: -2.5; TRHR PAM: -1.4; D1 antag: 6.4; D2 potentiator: 0.4

What do the screens show for `Cc1cnc(NC(=O)CC2OC(=O)c3ccccc32)s1` (stereo not drawn)?
D1 agonist: 5.6; RXFP1 antag: -16.1; D2 agonist: 1.1; TRHR agonist: -0.1; D2 antag: 8.5; D1 PAM: -4.5; TRHR PAM: 1.5; D1 antag: -7.5; D2 potentiator: 5.9

How did Cc1cccc(C(=O)Nc2ccc(-c3nc4ccccc4s3)c(C)c2)c1 do in these assays?
D1 agonist: 6.3; RXFP1 antag: -7.7; D2 agonist: -1.0; TRHR agonist: 0.8; D1 PAM: -1.9; TRHR PAM: 2.8; D1 antag: -25.8

What do the screens show for `COC(=O)/C(=C/Nc1cccc2ccccc12)[N+](=O)[O-]`?
D1 agonist: 4.1; RXFP1 antag: -5.4; D2 agonist: -1.5; TRHR agonist: -0.5; D2 antag: -8.5; D1 PAM: -4.8; TRHR PAM: -1.5; D1 antag: -12.9; D2 potentiator: 25.6

What do the screens show for `Fc1ccc(Cc2cn3cc(-c4ccc(F)cc4)nc3s2)cc1`?
D1 agonist: 9.4; TRHR agonist: 2.0; D1 PAM: -4.9; TRHR PAM: 3.5; D1 antag: -12.9; D2 potentiator: 2.7

Results for CCC(=O)Nc1nc2n(n1)C(c1ccc(OC)cc1)C=C(c1ccccc1)N2 (stereo not drawn) ?
D1 agonist: 68.9*; D2 agonist: -0.5; TRHR agonist: -0.1; D2 antag: -9.9; D1 PAM: -2.4; TRHR PAM: -2.9; D1 antag: -2.7; D2 potentiator: 11.4

What do the screens show for `NC(=O)C1=C[C@@H](c2csc3ccccc23)C[C@@H](OCCCCO)O1`?
D1 agonist: -2.4; D2 agonist: 0.2; TRHR agonist: -0.5; D2 antag: -6.5; D1 PAM: 1.6; TRHR PAM: -1.2; D1 antag: -27.9; D2 potentiator: -2.5

Results for C=CCc1cc(F)c(S(=O)(=O)N2CCN(S(=O)(=O)c3ccc4c(c3)OCCO4)CC2)cc1F ?
D1 agonist: 1.9; TRHR agonist: -2.2; D1 PAM: -1.4; TRHR PAM: -2.0; D1 antag: -5.7

What do the screens show for `O=C(COc1coc(CN2CCN(c3ccc(F)cc3)CC2)cc1=O)NCC1CCCO1` (stereo not drawn)?
D1 agonist: 0.8; RXFP1 antag: -4.0; D2 agonist: -0.3; TRHR agonist: 0.1; D2 antag: 9.4; D1 PAM: -7.4; TRHR PAM: -3.5; D1 antag: 3.5; D2 potentiator: -6.2

What do the screens show for `CCOCCCNc1nc2nc3ccc(C)cn3c(=O)c2cc1C(=O)NCC1CCCO1` (stereo not drawn)?
D1 agonist: 1.8; RXFP1 antag: -9.4; D2 agonist: -0.5; TRHR agonist: -0.7; D2 antag: -1.3; D1 PAM: -2.5; TRHR PAM: 7.9; D1 antag: 4.9; D2 potentiator: 0.6

How did COc1ccc(S(=O)(=O)NC(CCSC)C(=O)NC2CCCCC2)cc1 (stereo not drawn) do in these assays?
D1 agonist: 3.1; RXFP1 antag: 11.9; D2 agonist: 2.3; TRHR agonist: -0.4; D2 antag: 14.5; D1 PAM: -6.9; TRHR PAM: 1.3; D1 antag: 5.6; D2 potentiator: 0.5

What do the screens show for `Cc1n[nH]c(=O)nc1NCCc1ccccc1`?
D1 agonist: 5.3; RXFP1 antag: -10.1; D2 agonist: -0.3; TRHR agonist: 0.4; D2 antag: 13.4; D1 PAM: -9.4; TRHR PAM: -6.0; D1 antag: 17.2; D2 potentiator: -14.9

Results for CCn1c(COc2ccc(Cl)cc2)nnc1SCc1nc2ccccc2[nH]1 ?
D1 agonist: 8.2; RXFP1 antag: 5.1; D2 agonist: -1.1; TRHR agonist: -0.2; D2 antag: -6.2; D1 PAM: -9.1; TRHR PAM: -6.5; D1 antag: -19.7; D2 potentiator: 0.8

Results for CC(C)CCNC(=O)NC(=O)COC(=O)C1CCN(S(=O)(=O)c2ccccc2F)CC1 ?
D1 agonist: 11.3; RXFP1 antag: -2.8; D2 agonist: 1.3; TRHR agonist: 0.3; D2 antag: 3.9; D1 PAM: -4.0; TRHR PAM: 8.0; D1 antag: -20.5; D2 potentiator: -1.3

What do the screens show for `O=C(CNC(=O)c1cccc(F)c1)OCC(=O)N1CCCc2ccccc21`?
D1 agonist: 2.8; RXFP1 antag: 4.8; D2 agonist: -0.6; TRHR agonist: -0.6; D2 antag: -9.0; D1 PAM: -0.2; TRHR PAM: -2.8; D1 antag: 0.8; D2 potentiator: -3.9

How did COCCn1c(SCC(=O)N2CCCC2)nc2c([nH]c3ccccc32)c1=O do in these assays?
D1 agonist: 1.2; RXFP1 antag: -2.2; D2 agonist: -1.0; TRHR agonist: -1.8; D2 antag: 9.8; D1 PAM: -13.4; TRHR PAM: -2.9; D1 antag: 12.3; D2 potentiator: 10.5

How did Cc1noc(C(=O)NCc2ccccc2)c1Cl do in these assays?
D1 agonist: 2.2; D2 agonist: 0.0; TRHR agonist: 0.2; D2 antag: 9.6; D1 PAM: -1.9; TRHR PAM: 0.3; D1 antag: 4.9; D2 potentiator: 3.9

Results for O=C(Nc1ccc(F)c(Cl)c1)N1CCN(C(=O)c2nsc3ccccc23)CC1 ?
D1 agonist: 4.7; RXFP1 antag: -10.2; D2 agonist: 0.2; TRHR agonist: -1.4; D1 PAM: -3.1; TRHR PAM: -4.5; D1 antag: -7.1; D2 potentiator: -1.5

What do the screens show for `CC(=O)Nc1nc2n(n1)C(c1ccc(F)cc1)C=C(c1ccccc1)N2` (stereo not drawn)?
D1 agonist: 9.6; RXFP1 antag: -1.5; D2 agonist: -0.4; TRHR agonist: -0.4; D2 antag: 3.1; D1 PAM: 3.2; TRHR PAM: 11.5; D1 antag: -4.2; D2 potentiator: -4.2

What do the screens show for `O=C(CCN1CCc2ccccc2C1)Nc1ccc(F)c(F)c1`?
D1 agonist: 7.0; RXFP1 antag: 7.8; TRHR agonist: 0.2; D1 PAM: -7.5; TRHR PAM: 2.6; D1 antag: 3.2; D2 potentiator: -34.2

Results for CCn1c(SCC(=O)NC2CC2)nnc1C(C)Oc1ccccc1 (stereo not drawn) ?
D1 agonist: 1.1; RXFP1 antag: -6.5; D2 agonist: 0.2; TRHR agonist: 0.0; D2 antag: -1.7; D1 PAM: -6.0; TRHR PAM: -2.7; D1 antag: 7.3; D2 potentiator: 9.5

Results for CCCCCC(=O)N(O)C1CC(=O)N(c2ccccc2)C1=O (stereo not drawn) ?
D1 agonist: 2.6; RXFP1 antag: -2.0; D2 agonist: -0.6; TRHR agonist: 0.6; D2 antag: -23.1; D1 PAM: 2.5; TRHR PAM: -4.3; D1 antag: 22.0; D2 potentiator: -1.1

What do the screens show for `O=C(CNC(=O)c1ccccc1Br)N/N=C/c1cccs1`?
D1 agonist: 0.4; RXFP1 antag: 4.3; D2 agonist: 0.3; TRHR agonist: 0.5; D2 antag: 9.7; D1 PAM: -7.8; TRHR PAM: 5.1; D1 antag: 15.7; D2 potentiator: -6.0

Results for O=C(Cc1ccc(S(=O)(=O)N2CCOCC2)s1)NNC(=O)c1ccccc1Cl ?
D1 agonist: 1.6; RXFP1 antag: 6.5; D2 agonist: 0.6; TRHR agonist: -0.1; D2 antag: -13.9; TRHR PAM: -7.2; D1 antag: -0.3; D2 potentiator: 6.3

How did Cc1ccc(C(=O)NC(=S)Nc2ccc(-c3cc4ccccc4oc3=O)cc2)c(C)c1 do in these assays?
D1 agonist: -1.3; RXFP1 antag: 5.7; D2 agonist: -0.7; TRHR agonist: 0.3; D2 antag: 8.0; D1 PAM: -3.8; TRHR PAM: 3.6; D1 antag: -2.4; D2 potentiator: -6.3

Results for Cc1ccc(Cn2c(CCCNC(=O)c3ccco3)nc3ccccc32)cc1 ?
D1 agonist: 4.8; RXFP1 antag: -6.6; D2 agonist: 0.1; TRHR agonist: -0.1; D1 PAM: -2.5; TRHR PAM: -10.4; D1 antag: 7.3; D2 potentiator: -17.8

High-throughput results from PubChem.
